CHT inh: inhibits the human high affinity choline transporter | Q9GZV3 | CHT-expressing cells, membrane potential dye, choline response; stronger effect = lower value | B-score at 10 µM | AID 488975 | hit rate 0.86% among 310,000;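 active = B-score over 3 SD under the library average, and starting fluorescence ratio not unusually high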;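 note: choline stimulus applied at its EC90 after an EC20 pre-addition; B-score computed on integrated fluorescence ratio after choline addition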
Target sequence (Q9GZV3 whole entry, looked up): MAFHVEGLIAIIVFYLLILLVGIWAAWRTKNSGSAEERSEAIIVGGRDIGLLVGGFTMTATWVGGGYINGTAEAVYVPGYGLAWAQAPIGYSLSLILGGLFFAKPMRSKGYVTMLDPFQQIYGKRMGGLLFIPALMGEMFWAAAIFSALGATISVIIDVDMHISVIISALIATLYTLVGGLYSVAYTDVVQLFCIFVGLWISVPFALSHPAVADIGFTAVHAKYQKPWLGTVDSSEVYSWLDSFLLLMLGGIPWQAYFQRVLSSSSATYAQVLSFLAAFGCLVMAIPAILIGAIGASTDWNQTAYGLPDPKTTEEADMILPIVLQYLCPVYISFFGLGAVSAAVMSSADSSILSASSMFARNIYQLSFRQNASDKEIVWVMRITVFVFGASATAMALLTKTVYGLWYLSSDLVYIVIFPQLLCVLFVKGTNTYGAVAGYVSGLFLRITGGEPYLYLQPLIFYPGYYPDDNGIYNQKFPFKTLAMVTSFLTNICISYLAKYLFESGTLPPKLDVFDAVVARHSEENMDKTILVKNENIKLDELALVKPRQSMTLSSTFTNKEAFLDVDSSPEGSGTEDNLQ
CHT PAM: human CHT allosteric activation | hit rate 0.49% among 310,000 | AID 488977 | CHT-expressing cells, membrane potential dye, choline EC20; stronger effect = higher value; LV-AA mutant CHT in HEK293 cells | B-score at 10 µM | Q9GZV3;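 active = initial fluorescence not abnormally high and integrated response B-score, plate-corrected, over 3 SD above library mean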
Starred values were filed as active, the others as inactive; i = inactive.

Values run as follows: CHT inh, CHT PAM
- CCCCN(C(=O)COc1ccc(C)cc1OC)c1c(N)n(CCC)c(=O)[nH]c1=O
 : i, i
- CCC(=O)Nc1cc2c(cc1C(C)=O)OCCO2
 : i, i
- O=C(Nc1ccc(S(=O)(=O)N2CCc3ccccc32)cc1)c1ccco1
 : i, i
- Cc1ccn(C)c(=N)c1
 : i, i
- O=C(/C=C\c1ccc2c(c1)OCO2)NC1(C(=O)Nc2ccc3c(c2)OCCO3)CCCCC1
 : i, i
- CS(=O)(=O)Nc1ccc(C(=O)Nc2ccc(S(=O)(=O)N3CCCC3)cc2)cc1
 : i, i
- Cc1ccccc1NC(=O)CSc1nn2c(=O)c(C)nnc2s1
 : i, i
- Cc1ccc(Cn2nnc3c(=O)[nH]c(C4CCN(S(=O)(=O)c5cc(C)ccc5C)CC4)nc32)cc1
 : i, i
- O=C1OC(c2ccco2)=N/C1=C\c1ccc(-c2cccc(C(F)(F)F)c2)o1
 : i, i
- COCCNC(=O)C(c1ccccc1)N(C(=O)Cn1nnc2ccccc21)c1cccnc1 (stereo not given)
 : i, i
- CCc1cccc(NC(=O)C2CCN(S(=O)(=O)c3cccs3)CC2)c1
 : i, i
- COc1ccc(OC)c(N(CC(=O)Nc2ccccc2)S(C)(=O)=O)c1
 : i, i
- CCOc1ccc2nc(COC(=O)c3ccco3)c(C(C)=O)[n+]([O-])c2c1
 : i, i
- COc1ccc(C(CC(=O)O)NC(=O)c2ccccc2)cc1OC (stereo not given)
 : i, i
- CC(C)(C)C(=O)NC(=S)N1CCOCC1
 : i, i
- Cc1ncc(CC(=O)n2cc(C(=O)c3cc(Cl)ccc3O)cn2)s1
 : i, i
- COc1cccc(NC(=O)CN2CCN(c3ccccc3F)CC2)c1
 : -5.93*, i
- CCOc1ccccc1N(CC(=O)Nc1cccc2ccccc12)S(C)(=O)=O
 : i, i
- C=CCOC(=O)N1CCN(c2cccc(C(F)(F)F)c2)CC1
 : i, i
- COc1ccc(-c2csc(N(CCCN(C)C)C(=O)c3cccs3)n2)cc1
 : i, i
- Cn1c(N)c(C(=O)COC(=O)CCCc2nc3ccccc3s2)c(=O)n(C)c1=O
 : i, i
- O=c1[nH]c(=S)[nH]nc1Cc1ccc(Cl)c(Cl)c1
 : i, i
- COc1ccc(Cl)cc1C(=O)Nn1cnc2ccccc2c1=O
 : i, i
- Cc1ccc(OCc2nc(-c3ccccc3)no2)cc1
 : i, i
- N#CCCNCC1(c2ccccc2)CCCC1
 : i, i
- O=C(NCCO)/C(=C\c1ccc([N+](=O)[O-])o1)NC(=O)c1ccccc1
 : i, i
- Cc1cc2[nH]ncc2cc1NC(N)=S
 : i, i
- COc1ccc(CCNc2ncnc3c2c(C)c(C)n3CCCN(C)C)cc1OC
 : i, i
- COC(=O)C1=C(c2ccc(OC)cc2)OC(=O)C1(C)C
 : i, i
- COc1ccc(C)cc1NC(=O)C1CCCN(S(=O)(=O)c2ccc3c(c2)CCCN3C(C)=O)C1 (stereo not given)
 : i, i
- CC(OC(=O)c1cccc(S(=O)(=O)N2CCCC2)c1)C(=O)c1ccccc1 (stereo not given)
 : i, i
- COC(=O)c1cc(COc2ccc3oc(C)c(C(=O)OC)c3c2)c(C)o1
 : i, i
- COc1ccccc1-c1cc(C(=O)NCCN2CCOCC2)no1
 : i, i
- CC(C)Oc1ccc(CCC(=O)NNC(=O)CCC(=O)O)cc1
 : i, i
- CCn1c2ccccc2c2cc(NC(=O)CSc3nnc(-c4ccccc4)o3)ccc21
 : i, i
- Cc1cc(C)cc(OC(=O)COc2ccccc2C)c1
 : i, i
- O=C(C1CCN(C2CCN(Cc3cccc4c3OCO4)CC2)CC1)N1CCOCC1
 : i, i
- CCCn1nc(C(=O)N2CCc3ccccc3C2)c2ccccc2c1=O
 : i, i
- CC(C)(C)NC(=O)CSc1nncn1NCc1ccccc1
 : i, i
- NS(=O)(=O)c1ccc(CCNC(=O)c2ccc(CS(=O)(=O)c3ccc(Br)cc3)o2)cc1
 : i, i
- O=C(N[C@@H](Cc1ccccc1)C(=O)Nc1ccc(F)cc1)C1CCNCC1
 : i, i
- Cc1ccc(NC(=S)Nc2cccnc2)c(S(=O)(=O)N2CCCCC2)c1
 : i, i
- Nc1c(/C=C2\C=Nc3ccccc32)c(=O)nc2sc(CC(=O)N3CCOCC3)nn12
 : i, i
- COCCNC(=O)C1c2ccccc2C(=O)N(CCOC)C1c1ccc(F)cc1 (stereo not given)
 : i, i
- Cc1cc(N/C(=N\S(=O)(=O)c2ccc(Cl)cc2)c2ccc(F)cc2)no1
 : i, i
- CCOC(=O)C(/C(C)=N/NC(=O)C1CC1c1ccccc1)C(C)C (stereo not given)
 : i, i
- O=C(O)C1CC=CCC1C(=O)Nc1cc(Cl)ccc1Cl (stereo not given)
 : i, i
- COc1ccccc1OCc1nnc(SCC(=O)N2CCCCC2)n1-c1ccccc1
 : i, i
- CCOC(=O)CNC(=O)CSc1nnc(NC(=O)c2ccccc2Cl)s1
 : i, i
- CCCCOc1ccc(-c2ncc(C(=O)OCC)c(N)n2)cc1
 : i, i

Next part.
Values run as follows: CHT inh, CHT PAM
- CC(Oc1ccc2c(-c3ccccc3)cc(=O)oc2c1)C(=O)O (stereo not given)
 : i, i
- CCCCC(=O)Nc1cccc(-c2cn3ccccc3n2)c1
 : i, i
- CCc1ccc(S(=O)(=O)Nc2ccc(O)c3c(=O)cc(-c4ccccc4Cl)oc23)cc1
 : i, i
- Cc1ccc(C#N)c(SCc2ccccc2F)n1
 : i, i
- COc1ccc(C(=O)NCc2nnc(SCC(=O)Nc3ccc4c(c3)OCO4)o2)cc1
 : i, i
- CCC(=O)Nc1ccc(C(=O)Nc2ccc3c(c2)C(=O)N(CC2CCCO2)C3=O)cc1 (stereo not given)
 : i, i
- N#CCCN1CCCc2cc(N=Nc3ccc(C(F)(F)F)cc3)ccc21
 : i, i
- COc1ccc(CCN(C)C2CCCN(C(=O)c3sccc3C)C2)cc1OC (stereo not given)
 : i, i
- CN(Cc1ccccc1)S(=O)(=O)c1ccc(Cl)c(C(=O)NCCc2ccccn2)c1
 : i, i
- Cc1cc2c(C)ccc(C)c2nc1SCC(=O)c1cccs1
 : i, i

An excerpt from further up, for reference:
Values run as follows: CHT inh, CHT PAM
- CC(Oc1ccc2c(-c3ccccc3)cc(=O)oc2c1)C(=O)O (stereo not given)
 : i, i
- CCCCC(=O)Nc1cccc(-c2cn3ccccc3n2)c1
 : i, i
- CCc1ccc(S(=O)(=O)Nc2ccc(O)c3c(=O)cc(-c4ccccc4Cl)oc23)cc1
 : i, i

(listing goes on)
Values run as follows: CHT inh, CHT PAM
- COc1ccc(S(=O)(=O)N2CCOC2CNC(=O)C(=O)NCc2ccncc2)cc1OC (stereo not given)
 : i, i
- C/C=C(\C)C(=O)NCCN1C2=NC[C@@H](C)N2C[C@@H]1Cc1ccc(OC)cc1
 : i, i
- OCCN(Cc1nc(-c2ccc3c(c2)OCO3)no1)Cc1cccs1
 : i, i
- CC1CCN(CCCCOc2ccc(F)cc2)CC1
 : i, i
- O=C(NNC(=O)c1c(F)cccc1F)c1ccccc1-n1cccc1
 : i, i
- Cc1nn(C)cc1C(C(=O)NC1CCCCC1)N(CCc1ccccc1)C(=O)c1cnccn1 (stereo not given)
 : i, i
- Cc1cc2c(c(=O)o1)C1(C(=O)N(C)c3ccccc31)C(C#N)=C(N)O2 (stereo not given)
 : i, i
- Cc1ccc(S(=O)(=O)N2CCOCC2)cc1C(=O)Nc1ccccn1
 : i, i
- CN(Cc1ccccc1)c1ccc2nnc(-c3ccccc3)n2n1
 : i, i
- Cc1c(C(=O)NC(=S)Nc2ccc(N3CCOCC3)cc2)cccc1[N+](=O)[O-]
 : i, i
- COC(=O)[C@@H](Cc1c[nH]c2ccccc12)NC(=O)C1CCCN(S(=O)(=O)c2ccc(C)cc2)C1 (stereo not given in full)
 : i, i
- COc1ccc(C(=O)CCN2CCCCCC2)cc1
 : i, i
- Cc1ccc(N(O)C(=O)OCCNC(=O)Nc2ccccc2)cc1
 : i, i
- COc1ccc(CCNCc2cc3ccc(C)cc3[nH]c2=O)cc1OC
 : i, i
- Cc1cc(C)nc(/N=C2\NC(=O)CC(C(=O)O)N2c2ccc(Cl)cc2)n1 (stereo not given)
 : i, i
- COc1ccc(NC2CCCN(C(=O)c3ccncc3)C2)cc1 (stereo not given)
 : i, i
- COc1cc(C=O)ccc1OCc1ccccc1Br
 : i, i
- Cc1cccc(NC(=S)N2CCN(C(=O)c3ccco3)CC2)c1
 : i, i
- COc1ccc2c(Cl)c(C(=O)N/N=C/c3ccncc3)sc2c1
 : i, i
- O=C(Nc1ccc(Cl)cc1)N1CCCC(Cn2cccc2)C1 (stereo not given)
 : i, i
- Cc1ccc(-n2c(C)c([N+](=O)[O-])c3ccc(O)c(CN(C)C)c32)cc1
 : i, i
- S=C(NCc1ccco1)Nc1ccccn1
 : i, i
- CCOC(=O)c1ccc(NC(=O)Cn2ccc([N+](=O)[O-])n2)cc1
 : i, i
- Cc1ccc(N(C(=O)c2cnccn2)C(C(=O)NC2CCCCC2)c2ccc(O)cc2)cc1 (stereo not given)
 : i, i
- COc1ccc2c(CC(=O)OCC(=O)Nc3cc(C)c(C)cc3[N+](=O)[O-])coc2c1
 : i, i
- O=C(Nc1ccc(F)cc1)c1ccc(-n2ccnc2)nc1
 : i, i
- O=C(COc1cc2oc(=O)cc(-c3ccccc3)c2cc1Cl)NCCN1CCOCC1
 : i, i
- CC(=O)Nc1ccc(NC(=O)c2ccc3c(c2)C(=O)N(c2ccccc2C)C3=O)cc1
 : i, i
- Cc1ccc(C(c2sc3nc(C)nn3c2O)N2CCN(C(=O)c3ccco3)CC2)cc1 (stereo not given)
 : i, i
- N#CC1=C(SCc2ccc(C#N)cc2)N=C(N)C(c2nc(-c3ccccc3)cs2)C12CCCCC2 (stereo not given)
 : i, i
- O=P(O)(CCc1ccccc1)C(O)c1ccccc1 (stereo not given)
 : i, i
- CCCCNC(=O)c1ccc2c(c1)N(CC)C(=O)CS2
 : i, i
- O=C(CCC(=O)Nc1ccc(F)cc1)N/N=C/c1cccc(Br)c1
 : i, i
- CC(=O)NC(Cc1ccccc1)C(=O)OCC(=O)c1ccc(Cl)cc1 (stereo not given)
 : i, i
- C=CCn1c(=O)c2ccccc2n2c(SCC(=O)N3CCCc4ccccc43)nnc12
 : i, i
- CCN(CC(=O)NC(C)C)C(=O)[C@H](C)NC(=O)c1ccc(Br)cc1
 : i, i
- COC(=O)c1cc2c(C)nn(-c3ccccc3)c2s1
 : i, i
- COc1ccc(CNC(=O)CSc2ccc(Br)cc2)cc1OC
 : i, i
- CCC(c1ccc(O)cc1)C(CC)c1ccc(O)cc1 (stereo not given)
 : i, i
- CC(Oc1cccc(F)c1)C(=O)/C=C\N(C)C (stereo not given)
 : i, i

An excerpt of these results, comma-delimited.
molecule,CHT inh,CHT PAM
CC(=O)NC(Cc1ccccc1)C(=O)OCC(=O)c1ccc(Cl)cc1 (stereo not given),i,i
C=CCn1c(=O)c2ccccc2n2c(SCC(=O)N3CCCc4ccccc43)nnc12,i,i
CCN(CC(=O)NC(C)C)C(=O)[C@H](C)NC(=O)c1ccc(Br)cc1,i,i
COC(=O)c1cc2c(C)nn(-c3ccccc3)c2s1,i,i
COc1ccc(CNC(=O)CSc2ccc(Br)cc2)cc1OC,i,i
CCC(c1ccc(O)cc1)C(CC)c1ccc(O)cc1 (stereo not given),i,i

Other compounds
Values run as follows: CHT inh, CHT PAM
- S=c1[nH]ncn1-c1ccccn1
 : i, i
- CCCCC(C(=O)NC1CCCC1)N(Cc1ccccc1)C(=O)c1snc(C(N)=O)c1N (stereo not given)
 : i, i
- Cc1ccc([N+](=O)[O-])c(OCCCN2CCCCCC2)c1
 : i, i
- O=c1c2cc(Cl)ccc2nc(-c2ccccc2Cl)n1O
 : i, i
- CSCCC(NS(=O)(=O)c1ccccc1F)C(=O)NCC(c1ccc(F)cc1)N1CCOCC1 (stereo not given)
 : i, i
- Cc1ccccc1OCC(=O)NCCCNC(=O)c1ccco1
 : i, i
- Cc1ccc(C(=O)N2CCc3ccccc3C2)cc1S(=O)(=O)N1CCOCC1
 : i, i
- O=C(CNC(=O)c1[nH]cnc1C(=O)N[C@@H](Cc1ccccc1)C(=O)OCc1ccccc1)OCc1ccccc1
 : i, i
- O=C(Nc1ccccc1Cl)NC1(C(=O)N2CCOCC2)CCCCC1
 : i, i
- COn1c(=O)c(=O)n(OC)c2ccccc21
 : i, i
- COC(=O)NC1CSCC1OC(=O)CN1C(=O)c2ccccc2C1=O (stereo not given)
 : i, i
- Cc1ccoc1C(=O)Nc1ccc2ccccc2c1
 : i, i
- COc1ccccc1Oc1coc2c(CN(C)C)c(O)ccc2c1=O
 : i, i
- CC(OC(=O)CCCNC(=O)c1ccc(Cl)cc1)C(=O)N(C)Cc1ccccc1 (stereo not given)
 : i, i
- CC(C)c1ccc(NC(=S)NN(c2ccccc2)c2ccccc2)cc1
 : i, i
- Cc1cc(OCC(=O)C(C)(C)C)c2c(C)c(C)c(=O)oc2c1
 : i, i
- COc1ccc(-n2c(O)c(/C=N/NS(=O)(=O)c3cccc([N+](=O)[O-])c3)c3ccccc3c2=O)cc1OC
 : i, i
- CCCCNC(=O)Nc1ccon1
 : i, i
- COc1ccccc1N1C(=O)N(C(C)=O)C2C1Nc1ccccc1N2C (stereo not given)
 : i, i
- Cc1cc(Cl)c(S(=O)(=O)N2CCCCCC2)cc1OCC(=O)NC1CCCCC1
 : i, i
- CCOCCSc1nc2c(c(=O)[nH]c(=O)n2C)n1CCCc1ccccc1
 : i, i
- CCS(=O)(=O)c1ccc(C(=O)Nc2ccccc2)c(Cl)c1Cl
 : i, i
- CCOC(=O)c1c(C)[nH]c(C(=O)OC(C)C(=O)Nc2ccccc2OC)c1C (stereo not given)
 : i, i
- CSc1ccccc1NC(=O)c1cc(-c2cccs2)on1
 : i, i
- CSc1nc(Oc2ccc(F)cc2F)cc(C(F)(F)F)n1
 : i, i
- COc1ccc(N(CC(=O)NCc2ccc(F)cc2)C(=O)c2snc(C(N)=O)c2N)cc1OC
 : i, i
- CC(C)Oc1ccc(/C=C(/NC(=O)c2ccccc2)C(=O)NC(Cc2ccccc2)C(=O)O)cc1 (stereo not given)
 : i, i
